FBA Mtb inh: inhibits M. tuberculosis FBA enzyme; P9WQA3; 360,000 tested, 2.3% active; inhibition, % at 1 µM; purified M. tuberculosis FBA, fluorescence read-out; AID 588726; in the data active = inhibition above about 27%;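 note: 0% = vehicle and 100% = reference inhibitor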
Mtb BioA inh: blocks M. tuberculosis BioA enzyme activity; purified M. tuberculosis BioA enzyme, plate reader; inhibition, % at 9.99 µM; 360,000 tested, 0.096% active; AID 602481; in the data active = inhibition above about 40%
Y pestis TopoI: Y. pestis Topo-I inhibition via cleavage products | 360,000 tested, 0.064% active | Y. pestis Topo-I cleavage product accumulation, plate reader | activity, % at 10 µM; in the data active = activity above about 50%, passing the limit was not always enough; note: inactives centre near 2
TcdB inh: TcdB glycohydrolase inhibition; P18177; TcdB glycohydrolase enzymatic assay, plate reader; inhibition, % at 9.99 µM; 350,000 tested, 0.24% active; in the data active = inhibition above about 10%
Target sequence (P18177 whole entry, looked up): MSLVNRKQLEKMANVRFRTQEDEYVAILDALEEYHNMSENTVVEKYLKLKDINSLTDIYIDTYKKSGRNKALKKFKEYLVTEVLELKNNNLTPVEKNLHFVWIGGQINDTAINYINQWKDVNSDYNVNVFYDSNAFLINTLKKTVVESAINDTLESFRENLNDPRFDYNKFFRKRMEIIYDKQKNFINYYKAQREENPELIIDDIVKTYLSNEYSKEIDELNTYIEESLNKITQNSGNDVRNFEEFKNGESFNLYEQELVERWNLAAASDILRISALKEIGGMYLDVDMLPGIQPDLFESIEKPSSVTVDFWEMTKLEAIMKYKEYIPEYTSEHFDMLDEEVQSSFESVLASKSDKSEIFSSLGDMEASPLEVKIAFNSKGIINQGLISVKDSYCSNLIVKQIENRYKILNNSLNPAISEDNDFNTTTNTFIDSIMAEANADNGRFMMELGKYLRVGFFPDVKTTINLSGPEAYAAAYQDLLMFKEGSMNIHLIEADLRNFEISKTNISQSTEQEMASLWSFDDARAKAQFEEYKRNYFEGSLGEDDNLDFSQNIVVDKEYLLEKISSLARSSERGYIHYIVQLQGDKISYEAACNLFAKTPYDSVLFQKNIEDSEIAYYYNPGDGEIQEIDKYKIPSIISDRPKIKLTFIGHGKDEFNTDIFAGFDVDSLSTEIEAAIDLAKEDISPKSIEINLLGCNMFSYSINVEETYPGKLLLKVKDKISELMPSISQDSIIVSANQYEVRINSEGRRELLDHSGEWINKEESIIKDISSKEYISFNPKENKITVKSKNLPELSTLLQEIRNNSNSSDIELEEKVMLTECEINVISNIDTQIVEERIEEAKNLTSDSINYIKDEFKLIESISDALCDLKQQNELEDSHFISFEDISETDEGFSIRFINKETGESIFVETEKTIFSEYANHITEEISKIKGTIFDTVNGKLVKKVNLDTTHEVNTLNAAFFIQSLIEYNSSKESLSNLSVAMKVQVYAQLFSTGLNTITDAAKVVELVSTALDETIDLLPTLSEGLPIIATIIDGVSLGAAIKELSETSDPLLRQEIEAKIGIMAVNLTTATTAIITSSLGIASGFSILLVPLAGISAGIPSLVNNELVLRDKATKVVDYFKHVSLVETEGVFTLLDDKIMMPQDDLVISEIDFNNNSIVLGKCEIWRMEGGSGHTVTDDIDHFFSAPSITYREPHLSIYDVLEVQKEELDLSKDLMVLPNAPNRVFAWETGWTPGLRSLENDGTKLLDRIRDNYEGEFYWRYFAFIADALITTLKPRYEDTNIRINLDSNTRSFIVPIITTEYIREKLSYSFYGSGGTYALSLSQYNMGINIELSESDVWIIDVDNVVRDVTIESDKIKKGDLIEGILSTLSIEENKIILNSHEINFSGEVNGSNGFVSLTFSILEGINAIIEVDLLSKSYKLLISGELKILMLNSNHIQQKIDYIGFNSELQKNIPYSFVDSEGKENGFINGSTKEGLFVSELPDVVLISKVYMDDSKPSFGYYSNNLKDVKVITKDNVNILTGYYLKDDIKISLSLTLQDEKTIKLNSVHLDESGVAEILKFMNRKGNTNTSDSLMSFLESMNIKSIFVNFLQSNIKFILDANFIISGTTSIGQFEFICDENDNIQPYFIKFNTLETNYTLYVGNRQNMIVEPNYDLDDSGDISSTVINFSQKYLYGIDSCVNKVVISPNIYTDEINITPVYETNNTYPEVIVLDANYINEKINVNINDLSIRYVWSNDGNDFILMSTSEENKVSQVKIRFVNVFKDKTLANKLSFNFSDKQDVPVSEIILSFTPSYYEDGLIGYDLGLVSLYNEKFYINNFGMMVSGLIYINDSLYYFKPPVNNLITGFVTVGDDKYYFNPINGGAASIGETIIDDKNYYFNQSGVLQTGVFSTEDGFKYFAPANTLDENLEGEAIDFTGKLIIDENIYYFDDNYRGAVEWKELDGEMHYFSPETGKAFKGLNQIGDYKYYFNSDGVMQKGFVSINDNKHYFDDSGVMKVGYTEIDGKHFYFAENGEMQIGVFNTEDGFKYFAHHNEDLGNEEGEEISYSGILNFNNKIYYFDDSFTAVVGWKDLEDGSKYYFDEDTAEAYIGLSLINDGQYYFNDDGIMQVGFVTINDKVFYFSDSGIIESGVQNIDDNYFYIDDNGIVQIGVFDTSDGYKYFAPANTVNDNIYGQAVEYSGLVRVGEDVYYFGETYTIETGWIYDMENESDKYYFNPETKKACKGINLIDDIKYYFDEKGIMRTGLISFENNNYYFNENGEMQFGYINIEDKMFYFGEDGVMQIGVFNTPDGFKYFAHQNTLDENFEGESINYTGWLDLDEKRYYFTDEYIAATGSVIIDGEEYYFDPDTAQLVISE
GDH-TPI counter: inhibits GDH-TPI coupling enzymes, artifact for Mtb FBA screen; 360,000 tested, 1.2% active; inhibition, % at 4.8 µM; AID 588335; GDH-TPI coupled enzyme counterscreen, NADH absorbance; in the data active = inhibition above about 30%;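 note: 0% = DMSO wells and 100% = wells lacking the enzyme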
FadD28 FP inh: M. tuberculosis FadD28 bisubstrate binding inhibition; FadD28 bisubstrate probe binding, fluorescence polarization; inhibition, % at 12.5 µM; 360,000 tested, 0.22% active; AID 588549; in the data active = inhibition above about 8.5%, passing the limit was not always enough
Vc quorum ag: quorum light induction in luxS cqsA deficient V. cholerae. activation, % at 18.7 µM. 350,000 tested, 0.16% active. V. cholerae BH1578 lux reporter, luminescence, 6 h; in the data active = activation mostly above about 9.7%, no sharp cut-off; note: not every result past the cut was called active; inactives centre near 0; reference of the scale not given here
Mtb UGM inh: Mtb UDP-galactopyranose mutase inhibition; purified UGM, fluorescence polarization probe displacement; inhibition, % at 10 µM; 320,000 tested, 0.06% active; in the data active = inhibition above about 10%, passing the limit was not always enough
PfHsp40 rescue: restores yeast growth despite PfHsp40 toxicity. growth rescue, % at 12.5 µM. AID 504582. 340,000 tested, 0.68% active. S. cerevisiae expressing PfHsp40, growth rescue, ATP luminescence; in the data active = growth rescue above about 28%, passing the limit was not always enough;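 note: yeast W303a lacking pdr1 and pdr3 grown in galactose medium; growth measured after three days at 30 °C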
* = called active by the depositor; i = inactive; x = not tested or not shown.

structure	FBA Mtb inh	GDH-TPI counter	Mtb UGM inh	Y pestis TopoI	Mtb BioA inh	PfHsp40 rescue	TcdB inh	FadD28 FP inh	Vc quorum ag
Cc1nonc1OCCNC(=O)C12CC3CC(CC(C3)C1)C2	-1.4	3.6	0.5	-2.9	x	0.6	x	-3.6	-0.3
COC(=O)C1=C(C(=O)OC)SC2(S1)C(C(=O)OC)=C(C(=O)OC)SC1=C2c2cc(C)ccc2NC1(C)C	-1.7	22.1	-0.4	13.2	-1.5	-1.4	x	-0.7	0.4
CC(C)(C)c1ccc(C(=O)NCC(=O)N2CCNC(=O)C2)cc1	5.0	3.8	-1.6	0.6	-2.2	-2.3	-1.5	-1.9	0.6
CCN(CC)c1nc(C)c2c(c1C#N)CC(C)(C)OC2	11.0	3.8	-1.8	2.9	-0.7	1.8	x	-2.3	-5.0
CCCOC(=O)CSc1nnc(-c2ccccc2Cl)o1	-0.4	2.7	1.3	4.6	0.6	-0.9	x	-2.1	x
O=C(COC(=O)CNS(=O)(=O)c1ccc(Cl)cc1)NC1CCCCC1	0.6	7.0	x	12.1	-1.2	-0.4	0.5	0.6	-5.6
COc1cc(C2c3c(oc4ccccc4c3=O)C(=O)N2CCN2CCOCC2)cc(OC)c1OC (stereo not drawn)	2.6	-3.8	2.5	-3.7	0.1	1.2	x	-3.6	i
COC(=O)NNC(=S)NCc1ccccc1	1.1	-1.5	-2.1	-2.9	-2.0	2.2	x	-3.9	-0.2
Cc1c(-c2ccccc2)nnn1-c1ccc(F)cc1F	-1.5	-1.3	1.0	9.3	0.9	1.1	-0.2	1.8	i
Cc1ccc(S(=O)(=O)Nc2ccc(Cl)cn2)cc1C	-1.0	-5.5	4.4	3.9	-2.0	-1.3	1.3	-0.9	i
CCOC(=O)c1c(NC(=O)c2ccc(S(=O)(=O)N(C)CC3CCCO3)cc2)sc2c1CC(C)(C)NC2(C)C (stereo not drawn)	-0.6	2.4	-1.4	6.6	-1.5	0.9	0.9	2.6	3.4
O=C(COC(=O)COc1ccccc1)Nc1ncc([N+](=O)[O-])s1	-6.6	-4.9	0.6	-11.6	x	0.2	-2.4	1.2	i
CCOC(=O)c1c(CCl)nc2ccccc2c1-c1ccccc1	24.2	2.6	-0.7	16.3	x	0.3	-0.4	-0.6	-0.5
CCOC(=O)C1=C(NC#N)OC(C)=C(C)C1c1ccc(O)cc1 (stereo not drawn)	7.7	-6.8	-0.5	-8.6	1.9	-1.0	x	-2.5	-0.4
COc1ccccc1NC(=O)COC(=O)c1c(NC(C)=O)sc(C)c1C	-2.7	8.4	x	15.6	-0.9	x	-0.1	-2.5	-0.5
CCCCN(C(=O)CC1CCCCC1)c1c(N)n(CC(C)C)c(=O)[nH]c1=O	-0.7	2.7	-1.3	4.0	-0.3	-0.5	1.9	-2.3	i
COc1ccc(O)c(/C=N/N=C/c2cccc([N+](=O)[O-])c2)c1	1.2	-12.3	-0.5	5.1	-0.4	-0.9	-0.4	-4.7	i
COc1cc(NC(=O)CCNC(=O)Cn2cnc3ccccc3c2=O)cc(OC)c1OC	3.9	9.6	-1.9	1.0	0.4	-1.1	x	-0.9	0.7
CCCC(=O)N1N=C(c2ccccc2)CC1c1cn(C)c2ccccc12 (stereo not drawn)	5.0	5.9	0.3	56.5*	-1.6	0.4	x	-1.4	-0.4
CC(C)(C)NC(=O)COc1coc(CN2CCN(C(=O)c3ccco3)CC2)cc1=O	-0.9	7.2	-1.0	1.8	-0.8	0.4	1.8	-1.2	i
O=C(Nc1cccc(Cl)c1)c1ccc2ncsc2c1	2.0	7.8	0.2	-9.5	27.1	3.1	1.1	-11.2	-0.4
CCSc1c([N+](=O)[O-])c(=O)n(-c2ccccc2)c2ccccc12	-8.2	-6.2	-1.1	-1.4	-0.6	8.2	1.1	-3.5	i
COc1ccc(C2CC(=O)Oc3cc(C)c(Cl)c(C)c32)cc1 (stereo not drawn)	-2.4	2.7	x	-4.7	-1.3	2.6	-3.2	-1.3	i
NC(=O)c1ccc(NC(=O)CSC2=Nc3ccccc3C3CC=NN23)cc1 (stereo not drawn)	3.0	8.0	-3.0	3.0	1.4	-0.8	x	-3.7	-0.3
CCCC(=O)Nc1nc(C)c(-c2csc(Nc3ccccc3OC)n2)s1	-1.1	5.4	0.4	4.5	2.6	-0.2	-1.8	-3.4	-0.9

Whole records, looked up by structure. Screens in order: FBA Mtb inh | GDH-TPI counter | Mtb UGM inh | Y pestis TopoI | Mtb BioA inh | PfHsp40 rescue | TcdB inh | FadD28 FP inh | Vc quorum ag
CCOC(=O)c1c(NC(=O)c2ccc(S(=O)(=O)N(C)CC3CCCO3)cc2)sc2c1CC(C)(C)NC2(C)C (stereo not drawn) as listed: -0.6 | 2.4 | -1.4 | 6.6 | -1.5 | 0.9 | 0.9 | 2.6 | 3.4
CCN(CC)c1nc(C)c2c(c1C#N)CC(C)(C)OC2 as listed: 11.0 | 3.8 | -1.8 | 2.9 | -0.7 | 1.8 | x | -2.3 | -5.0
O=C(COC(=O)COc1ccccc1)Nc1ncc([N+](=O)[O-])s1 as listed: -6.6 | -4.9 | 0.6 | -11.6 | x | 0.2 | -2.4 | 1.2 | i

Other entries follow.
structure	FBA Mtb inh	GDH-TPI counter	Mtb UGM inh	Y pestis TopoI	Mtb BioA inh	PfHsp40 rescue	TcdB inh	FadD28 FP inh	Vc quorum ag
CCOC(=O)c1cc(CC)sc1N1C(=O)CC(Sc2ncccc2C(=O)O)C1=O (stereo not drawn)	-1.9	2.2	0.9	-1.1	x	1.1	-0.5	-1.1	i
CCN(c1ccccc1)S(=O)(=O)c1ccc(OC)c(NC(=O)c2cccs2)c1	0.5	-4.4	-2.0	2.2	-1.3	2.3	-0.1	0.0	-2.8
Cc1cc2c(OCC(O)CNC3CCCCC3)cccc2[nH]1 (stereo not drawn)	-1.4	2.5	0.0	-9.2	x	-0.2	0.5	-0.2	0.2
Cc1c(NC(=O)c2ccc(N(Cc3ccccc3)S(C)(=O)=O)cc2)c(=O)n(-c2ccccc2)n1C	1.4	-5.8	0.7	0.5	-1.4	-0.4	0.8	-3.1	i
COc1ccc(C(CNC(=O)c2cc(S(=O)(=O)N3CCCCC3)ccc2C)N2CCCC2)cc1 (stereo not drawn)	2.6	9.3	x	-11.7	-2.7	-1.1	0.3	0.3	-0.7
O=S(=O)(NCc1ccccc1)c1ccc(S(=O)(=O)N(Cc2ccccn2)C2CCCC2)cc1	-5.0	-4.9	-0.7	14.2	-0.1	3.9	x	-6.8	-0.5
CCc1ccc(-c2nc(CS(=O)CC(=O)NCCc3ccccc3)c(C)o2)cc1 (stereo not drawn)	1.6	3.7	0.6	12.3	0.2	0.8	0.4	-4.1	-0.3
COc1ccc(-n2nnnc2C(c2cccc(OC)c2OC)N2CCN(C/C=C/c3ccccc3)CC2)cc1 (stereo not drawn)	-2.2	x	x	x	-3.1	x	1.3	-1.9	x
O=C(CN(c1ccccc1)S(=O)(=O)c1ccc(Cl)cc1)Nc1cccnc1	2.0	-5.2	-1.5	10.4	6.1	0.0	-4.4	-2.1	-0.9
O=C(c1cc2c(s1)-c1ccccc1OC2)N1CCN(c2ccccn2)CC1	16.9	13.9	-0.1	31.6	0.2	5.8	0.9	-3.0	-0.2
O=C(CSc1cccc(C(F)(F)F)c1)Nc1ccc(Cl)cc1Cl	-1.9	-5.8	-1.0	27.8	0.1	0.6	x	-6.2	3.1
CC(C)N1C(=O)S/C(=C/c2ccc(Sc3nc4ccccc4[nH]3)o2)C1=O	-1.5	16.7	0.0	3.8	x	-0.5	0.8	-0.7	-0.2
Cc1c(C(=O)N2CCCCC2)sc(NC(=O)C2CC2)c1C#N	2.2	12.0	4.2	-1.6	-1.6	-1.2	0.7	0.5	-0.5
O=c1cc(CN2CCN(c3ccccc3F)CC2)c2c(ccc3ccccc32)o1	8.1	x	x	x	-1.1	x	0.5	-1.0	x
C=CC[n+]1c(C)csc1Nc1cccc(Br)c1	1.5	3.7	3.2	8.5	x	1.4	0.8	5.6	i
CCn1c(=O)c(C(=O)NCCCc2ccccc2)c(O)c2ccccc21	3.6	-11.1	-2.5	6.3	0.5	9.2	0.9	-3.4	i
Cc1nc(N2CCCCC2)c2sc(=S)n(C)c2n1	3.3	9.9	-1.2	9.5	-1.4	0.7	1.7	0.1	-0.2
O=C(NCCN1CCN(C(=O)c2cccc([N+](=O)[O-])c2)CC1)C(=O)NCc1ccc(Cl)cc1	3.9	-3.5	-2.3	0.5	-0.3	0.1	1.7	-3.9	3.6
CC(C)N(Cc1cc2ccccc2[nH]c1=O)C(=O)c1cccc([N+](=O)[O-])c1	-1.3	24.7	-2.5	7.9	-0.9	-0.9	2.2	-0.9	-0.4
Cc1cc(C(=O)NNC(=O)CCC2CCCCC2)c(C)o1	-0.2	-8.3	2.7	11.8	x	-2.3	-1.2	-4.0	-0.1
CCCC(C(=O)NCCc1ccc(S(N)(=O)=O)cc1)c1ccccc1 (stereo not drawn)	-2.6	-6.5	-0.5	-1.3	0.3	0.7	0.2	-3.8	i
Cc1cc(C)cc(C(=O)/C=C2\NC(=O)CS2)c1	-3.5	39.0*	0.7	-5.2	1.1	-0.5	x	-2.6	-0.2
CCN(CC)C(=O)c1ccc(Oc2ccc([N+](=O)[O-])cc2Cl)cc1	2.4	-1.9	-1.4	17.3	1.2	1.1	1.2	-4.5	0.2
Cn1c(NC(=O)CCc2ccccc2)cc(=O)n(C)c1=O	-0.8	-4.7	-0.3	0.9	-0.4	-0.9	1.6	-4.1	-0.2
COc1c(O)ccc(C2NC(=O)NC(C)=C2C(=O)Nc2ccccc2C)c1[N+](=O)[O-] (stereo not drawn)	-1.7	11.8	0.1	2.8	x	-0.2	0.3	0.2	-0.2
COC(=O)C1CCN(c2nc3ccccc3nc2C(C#N)C(=O)NCCc2ccccc2)CC1 (stereo not drawn)	3.7	-6.9	2.2	3.8	x	-1.4	x	-0.3	1.0
Cc1ccc(NC(=O)CCC(=O)N2CCOc3ccccc32)c(Cl)c1	1.4	-11.0	-4.8	11.0	1.0	-0.1	0.1	-0.4	-0.2
CCn1c(=O)c2ccccc2n(Cc2cccc([N+](=O)[O-])c2)c1=O	1.3	4.8	0.4	3.3	-1.0	0.0	-0.3	x	i
COc1ccc(CC(C)CC(=O)Nc2ccc(OC)cc2)cc1 (stereo not drawn)	3.6	6.0	-1.1	1.7	-0.7	0.6	0.2	-3.9	i
Cc1ccc2c(c1)C(c1ccccc1)NCC(=O)N2 (stereo not drawn)	-1.1	-6.4	0.4	2.7	1.3	0.3	x	-3.8	i
CCOc1ccc(C(=O)Nc2c3c(nn2-c2ccc(C)cc2)CS(=O)C3)cc1OCC (stereo not drawn)	4.2	0.5	1.5	0.4	0.8	0.4	-2.9	-1.8	-0.3
COc1ccc(NCC(=O)N/N=C/C=C\c2ccccc2)cc1	-1.3	31.3*	-1.7	1.1	-0.8	-0.3	-1.2	-2.3	-0.6
CC(=O)Nc1cccc(C(=O)NNC(=O)c2ccccc2-n2cccc2)c1	2.1	0.0	x	2.2	-1.4	-0.9	-0.3	-0.9	i

Screening data: PubChem, several laboratories
